Screens (PubChem BioAssay)
Cardio protect: modulators protecting cardiomyocytes from myocardial damage; H9c2 cardiomyocytes, H2O2 injury protection, ATPLite, 2 h; protection from H2O2 cell death, % at 20 µM; 360,000 tested, 0.63% active; AID 588492;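 active = compounds giving at least 50% protection of heart cells from peroxide-induced death in the single-dose screen, raw or plate-pattern-corrected value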;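 note: 0% = DMSO wells with peroxide and 100% = DMSO wells without peroxide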
ABHD5-PLIN5 inh: inhibitors of human ABHD5-perilipin-5 interaction. inhibition, % at 4 µM. Q00G26+Q8WTS1. AID 602281. Split G. princeps luciferase complementation, luminescence, 4 h. 360,000 tested, 0.78% active;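 active = inhibition above the mean inhibition across every tested compound plus 3 SD, cut at about 22% in these data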;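 note: 0% = DMSO only wells and the 100% control is not disclosed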
ABCB6 inh MLPCN: human ABCB6 transporter inhibition. fluorescence ratio to DMSO, % at 10 µM. 360,000 tested, 0.19% active. K562-ABCB6 porphyrin accumulation, flow cytometry, 1 h; active compounds read low. Q9NP58;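 active = fluorescence ratio to DMSO below 75%, the collection mean minus 3 SD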;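 note: signal is porphyrin accumulated inside mitochondria; 100% equals median channel fluorescence of DMSO control wells; lower ratio means ABCB6 inhibition with less porphyrin fluorescence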
Glyco luc inh: blocks N-linked glycosylation in D54 reporter cells; AID 588692; D54 ERlucT glycosylation luciferase reporter, 24 h; percent of 100 nM tunicamycin response; reporter increase, % at 12.5 µM; 360,000 tested, 0.23% active;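 active = mean luciferase reporter signal, scaled so untreated is 0 and the glycosylation-blocking control 100, at or above a set limit in every replicate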;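 note: luciferase carries N-glycosylation sites so blocking glycosylation raises the light; 0% = median of neutral control wells and 100% = median of 100 nM tunicamycin wells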
HTR2A ag: mouse HTR2A agonism via beta-arrestin recruitment | P35363 | activation, % at 7.6 µM | 360,000 tested, 0.66% active | CHO-K1 mHTR2A beta-arrestin complementation, luminescence; percent of 30 µM serotonin response;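 active = activation above a run cutoff, the mean activation of all tested compounds plus 3 SD, cut at about 14% in these data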;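 note: 0% = plate median of compound wells and 100% = 30 µM serotonin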
TLR9-MyD88 inh: inhibitors of human TLR9-MyD88 binding | CHO BLA complementation TLR9-MyD88, CCF4 FRET ratio | inhibition, % at 4.98 µM | 340,000 tested, 0.21% active;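 active = inhibition above the mean over all tested compounds plus 3 SD, cut at about 21% in these data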;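 note: 0% = DMSO only wells and 100% = clavulanate BLA inhibitor control wells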
NOD2 RIPK2 PPI: blocks binding of human NOD2 to RIPK2; O43353; CHO BLA complementation NOD2-RIPK2, CCF4 ratio; inhibition, % at 4.98 µM; 360,000 tested, 0.38% active; in the data active = inhibition above about 21%;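 note: 0% = vehicle only and 100% = reference blocker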
MC4R ag barr: human MC4R agonism via beta-arrestin | U2OS MC4R beta-arrestin complementation, luminescence; percent of melanotan II response, DMSO zero | 360,000 tested, 0.98% active | activation, % at 8.9 µM;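 active = activation above a per-plate cutoff, the mean activation of sample wells on that plate plus 3 SD, cut at about 8% in these data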
NCOA2 inhibitor: human SRC2 (NCOA2) inhibition; Q15596; HEK293 GAL4-SRC2 luciferase reporter, luminescence; inhibition, % at 9 µM; 370,000 tested, 0.17% active;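 active = inhibition above the mean inhibition of all tested compounds plus 3 SD, set per campaign, cut at about 52% in these data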;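 note: 0% = DMSO treated cells and 100% = cells given Gossypol at 36 µM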
Target sequence (Q15596 whole entry, looked up, the tested form may be a part): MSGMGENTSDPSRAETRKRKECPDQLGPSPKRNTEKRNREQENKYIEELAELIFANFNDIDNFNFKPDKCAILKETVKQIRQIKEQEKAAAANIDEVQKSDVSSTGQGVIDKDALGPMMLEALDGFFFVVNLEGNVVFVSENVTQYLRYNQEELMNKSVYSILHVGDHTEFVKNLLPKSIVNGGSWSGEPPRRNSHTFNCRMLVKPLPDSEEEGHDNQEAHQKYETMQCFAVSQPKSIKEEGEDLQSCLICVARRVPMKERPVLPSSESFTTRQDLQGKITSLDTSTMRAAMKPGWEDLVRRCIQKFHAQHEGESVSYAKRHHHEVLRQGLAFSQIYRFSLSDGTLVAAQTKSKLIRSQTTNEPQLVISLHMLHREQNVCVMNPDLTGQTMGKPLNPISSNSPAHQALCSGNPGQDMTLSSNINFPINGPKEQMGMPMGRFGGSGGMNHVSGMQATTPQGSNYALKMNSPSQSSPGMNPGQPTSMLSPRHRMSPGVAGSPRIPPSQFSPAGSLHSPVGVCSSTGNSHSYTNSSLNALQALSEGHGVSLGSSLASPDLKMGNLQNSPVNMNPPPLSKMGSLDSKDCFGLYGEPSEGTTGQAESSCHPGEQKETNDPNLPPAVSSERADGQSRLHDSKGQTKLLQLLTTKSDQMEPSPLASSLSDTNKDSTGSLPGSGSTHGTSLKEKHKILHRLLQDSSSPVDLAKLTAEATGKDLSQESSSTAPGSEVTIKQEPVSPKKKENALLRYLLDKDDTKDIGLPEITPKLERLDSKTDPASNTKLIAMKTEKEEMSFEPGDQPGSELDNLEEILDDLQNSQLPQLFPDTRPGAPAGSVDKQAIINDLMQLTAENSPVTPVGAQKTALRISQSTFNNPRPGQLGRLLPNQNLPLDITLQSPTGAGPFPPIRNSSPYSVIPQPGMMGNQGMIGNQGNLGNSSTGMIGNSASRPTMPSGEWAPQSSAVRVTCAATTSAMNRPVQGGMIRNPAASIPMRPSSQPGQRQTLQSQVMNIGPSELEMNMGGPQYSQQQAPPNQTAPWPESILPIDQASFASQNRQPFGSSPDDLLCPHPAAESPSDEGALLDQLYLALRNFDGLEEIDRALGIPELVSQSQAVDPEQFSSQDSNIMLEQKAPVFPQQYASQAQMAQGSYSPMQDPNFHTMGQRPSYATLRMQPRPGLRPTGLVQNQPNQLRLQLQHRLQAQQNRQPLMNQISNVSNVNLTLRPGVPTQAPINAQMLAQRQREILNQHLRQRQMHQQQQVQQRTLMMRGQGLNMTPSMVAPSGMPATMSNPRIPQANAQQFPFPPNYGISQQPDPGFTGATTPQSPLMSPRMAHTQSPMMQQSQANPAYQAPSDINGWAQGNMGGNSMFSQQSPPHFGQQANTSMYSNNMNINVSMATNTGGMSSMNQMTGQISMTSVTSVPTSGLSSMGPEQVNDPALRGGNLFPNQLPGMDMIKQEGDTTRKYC
MC4R antag cAMP: antagonists of human melanocortin 4 receptor (MC4R) | MC4R-expressing cells, MTII-stimulated cAMP, LANCE TR-FRET | 360,000 tested, 0.48% active | AID 540295 | inhibition, % at 6.5 µM | P32245;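 active = inhibition above its plate's cutoff, the mean of tested wells on that plate plus 3 SD, cut at about 29% in these data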;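 note: 0% = Melanotan II alone and 100% = Melanotan II plus saturating MCL0020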
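system = U2OS cells with stable human MC4R expression | also added = Melanotan II challenge after compound preincubation | dosing = one concentration, 6.5 µM nominal | incubation = compound 30 min, challenge 1 h, detection 1 h | measured by = TR-FRET with Eu-cAMP and labeled anti-cAMP, 671 nm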
* marks the source's active call; other numbers are inactive results; nt = no result given.

SMILES | Cardio protect | ABHD5-PLIN5 inh | ABCB6 inh MLPCN | Glyco luc inh | HTR2A ag | TLR9-MyD88 inh | NOD2 RIPK2 PPI | MC4R ag barr | NCOA2 inhibitor | MC4R antag cAMP
Cc1ccc(N(CC(=O)NCc2cccs2)S(=O)(=O)c2cccs2)cc1 | 7 | -4 | 118 | -3 | -3 | -10 | -3 | -2.0 | 14 | 8
Cc1cc(C)c(C#N)c(N)n1 | 0 | 0 | 94 | 2 | 5 | 2 | 8 | -2.9 | 8 | 6
CCOc1ccccc1NC(=O)C1CCCN(S(=O)(=O)c2ccc3c(c2)C(C)(C)C(=O)N3C)C1 (configuration not stated) | -4 | -7 | 100 | -2 | -1 | -3 | -7 | 0.5 | 7 | 4
CS(=O)(=O)Cc1ccc(C(=O)NC2CCN(Cc3ccccc3)C2)cc1 (configuration not stated) | -2 | 5 | 103 | -4 | -2 | 1 | -2 | -2.6 | -18 | 4
CC(C)CCNC(=O)CSc1nc2ccsc2c(=O)n1NC(=O)c1ccccc1 | 1 | -1 | 86 | -1 | 4 | -4 | -13 | 0.5 | -14 | 10
O=C(CCCCCN1C(=O)c2ccccc2C1=O)Nc1nccs1 | 4 | 0 | 95 | 2 | 0 | -10 | -11 | 2.0 | 6 | 6
NC(=S)NNC(=O)c1cc(C(F)(F)F)cc(C(F)(F)F)c1 | 2 | -2 | 88 | 2 | -1 | -1 | 3 | -1.9 | -19 | 12
CCOC(=O)c1ccc2ncc(C(=O)OCC)c(NCCN(C)C)c2c1 | -2 | -3 | 96 | 3 | 5 | 4 | 3 | -0.7 | -14 | 16
NC(=O)c1ncn([C@@H]2O[C@H](CNCc3c(OCc4ccccc4F)ccc4ccccc34)[C@@H](O)[C@H]2O)n1 | 6 | 1 | 98 | 2 | 0 | 2 | -4 | -1.9 | -22 | 5
COc1ccc(OC)c(NC(=O)COc2coc(CN3CCc4ccccc43)cc2=O)c1 | 0 | 5 | 106 | -2 | 11 | -1 | -13 | -1.7 | 18 | 2
CCOc1ccc(N(Cc2cc3ccc(C)cc3[nH]c2=O)S(C)(=O)=O)cc1 | -18 | 3 | 93 | 2 | 3 | -3 | -5 | -1.1 | 15 | 9
CC(NC(=O)c1ccccc1NC(=O)CN1CCc2ccccc2C1)c1ccccc1 (configuration not stated) | 12 | 5 | 94 | 5 | -7 | -1 | -161 | 1.8 | -3 | 2
Cc1c(C(=O)NCC2CCCO2)oc2ccccc12 (configuration not stated) | 0 | 6 | 95 | -1 | -4 | -8 | 2 | 0.2 | -54 | 11
CC1C(=O)Nc2ccccc2N1C(=O)c1ccc(F)cc1 (configuration not stated) | -2 | -1 | 90 | -1 | 1 | -9 | -11 | 2.5 | -11 | 11
COC(=O)Cc1cc(=O)n(-c2nc3ccccc3[nH]2)[nH]1 | 6 | 7 | 106 | 0 | 0 | 0 | -2 | -0.6 | 7 | 4
COc1cc2cc(CN(Cc3nnnn3Cc3ccccc3)CC3CCCO3)c(=O)[nH]c2cc1OC (configuration not stated) | 25 | -3 | 96 | 1 | 8 | 6 | 9 | -3.1 | -18 | 3
CCc1cccc(OCC(=O)N(C)CC(=O)Nc2cccc(F)c2)c1 | -2 | 9 | 105 | 4 | 5 | -3 | 12 | -1.2 | -24 | 0
CCCOc1ccc(-c2cc3onc(-c4ccccc4)c3c(=O)n2C)cc1 | -13 | 9 | 100 | -19 | 4 | -5 | -10 | -1.9 | -127 | -1
COc1cccc(C(=O)NCC(=O)OCC(=O)C(C)(C)C)c1 | 8 | 15 | 91 | 1 | -4 | -10 | 1 | 1.1 | -27 | -2
O=c1c2ccccc2nc(N/N=C/c2ccc(O)cc2)n1O | -18 | -4 | 98 | 2 | 1 | 5 | -6 | -0.9 | -34 | 10
CCOC(=O)C(NC(=O)CC)(Nc1sc(C)c(CC)c1C#N)C(F)(F)F (configuration not stated) | 8 | 5 | 98 | -5 | 0 | -10 | -2 | -1.0 | 6 | 8
Cc1ccc(C)c(N2CCN(C(=O)c3cc4ccccn4n3)CC2)c1 | 1 | -4 | 104 | 3 | -4 | 8 | -9 | 0.9 | nt | 1
CN(C)Cc1ccccc1C1(O)c2ccccc2CSc2ccccc21 (configuration not stated) | -22 | -3 | 92 | -3 | -4 | -13 | -3 | 2.3 | -9 | 6
CCOc1cccc(C(=O)N/N=C/c2coc3ccccc3c2=O)c1 | -3 | 0 | 100 | -3 | 4 | -8 | -3 | -1.1 | -8 | -3
O=C(NCCN1CCCCC1)Nc1ccc(Cl)cc1 | -5 | 1 | 98 | 1 | -10 | -7 | -6 | 0.6 | 18 | -1
CC1CCN(C(=S)Nc2ccc(SC(F)F)cc2)CC1 | -26 | -3 | 98 | -2 | -5 | -4 | -8 | 1.9 | -33 | -1
Cc1ccc(C=C2C=C(c3ccccc3)OC2=O)cc1 | -5 | 3 | 101 | 0 | 8 | 6 | 7 | 1.9 | -64 | 13
O=c1c([N+](=O)[O-])cc(C(F)(F)F)cn1Cc1cccc(Cl)c1 | 4 | 1 | 91 | 2 | 6 | 1 | -3 | 0.5 | -10 | -3
CC(=O)NCCc1nc2ccccc2n1CCc1ccccc1 | 3 | 5 | 92 | 2 | -3 | 4 | -7 | -0.6 | 1 | 6
O=C(CCC(=O)OCC(F)(F)C(F)F)Nc1ccccc1F | 3 | -3 | 94 | 1 | -3 | 2 | 3 | -1.4 | -14 | 7

An excerpt from above in order of their number in TLR9-MyD88 inh, lowest first:
Structure	ABHD5-PLIN5 inh	ABCB6 inh MLPCN	Glyco luc inh	HTR2A ag	TLR9-MyD88 inh	NOD2 RIPK2 PPI	MC4R ag barr	NCOA2 inhibitor	MC4R antag cAMP
CCOc1cccc(C(=O)N/N=C/c2coc3ccccc3c2=O)c1	0	100	-3	4	-8	-3	-1.1	-8	-3
CCCOc1ccc(-c2cc3onc(-c4ccccc4)c3c(=O)n2C)cc1	9	100	-19	4	-5	-10	-1.9	-127	-1
O=c1c([N+](=O)[O-])cc(C(F)(F)F)cn1Cc1cccc(Cl)c1	1	91	2	6	1	-3	0.5	-10	-3

For convenience, part of the list above:
SMILES | Cardio protect | ABHD5-PLIN5 inh | ABCB6 inh MLPCN | Glyco luc inh | HTR2A ag | TLR9-MyD88 inh | NOD2 RIPK2 PPI | MC4R ag barr | NCOA2 inhibitor | MC4R antag cAMP
COc1cc2cc(CN(Cc3nnnn3Cc3ccccc3)CC3CCCO3)c(=O)[nH]c2cc1OC (configuration not stated) | 25 | -3 | 96 | 1 | 8 | 6 | 9 | -3.1 | -18 | 3
CCc1cccc(OCC(=O)N(C)CC(=O)Nc2cccc(F)c2)c1 | -2 | 9 | 105 | 4 | 5 | -3 | 12 | -1.2 | -24 | 0
CCCOc1ccc(-c2cc3onc(-c4ccccc4)c3c(=O)n2C)cc1 | -13 | 9 | 100 | -19 | 4 | -5 | -10 | -1.9 | -127 | -1
COc1cccc(C(=O)NCC(=O)OCC(=O)C(C)(C)C)c1 | 8 | 15 | 91 | 1 | -4 | -10 | 1 | 1.1 | -27 | -2

Next part
SMILES | Cardio protect | ABHD5-PLIN5 inh | ABCB6 inh MLPCN | Glyco luc inh | HTR2A ag | TLR9-MyD88 inh | NOD2 RIPK2 PPI | MC4R ag barr | NCOA2 inhibitor | MC4R antag cAMP
Cn1c(/C=N/NC(=O)c2ccccc2)nc2ccccc21 | 65* | -4 | 93 | 6 | -1 | -1 | 2 | 2.4 | -2 | 3
O=C1OCCN1c1ccccc1 | 2 | 3 | 99 | 1 | 0 | 3 | -9 | -2.3 | -10 | 2
CCn1c(SCC(=O)Nc2cc(C)on2)nnc1-c1c[nH]c2ccccc12 | 4 | -8 | 101 | 2 | -2 | -7 | -13 | 1.5 | -2 | 17
COC(=O)C1=CO[C@@H](O)C2C(CO)=CCC12 (some centres not stated) | 0 | -5 | 95 | 1 | 1 | 2 | -4 | 0.8 | -24 | 1
CC(=O)Oc1ccc2nc(/C=C/c3ccccc3)oc(=O)c2c1 | -16 | -4 | 100 | 1 | -3 | -3 | 2 | 0.7 | -23 | 0
O=C1NN(c2ccc(F)cc2)C(=O)/C1=C/c1cccs1 | -2 | 1 | 107 | 1 | 1 | 1 | -7 | 0.9 | -3 | 1
COc1ccc(CNC(=O)c2cc(C3CC3)nc3c2cnn3C(C)C)cc1OC | 0 | 2 | 92 | 1 | -5 | -9 | -8 | 1.1 | 18 | 1
Clc1cccc(NCc2cn3cccnc3n2)c1 | 10 | 0 | 88 | 0 | 3 | 15 | -7 | 1.4 | -20 | 24
CCn1cc(CCC(=O)O)c(C)n1 | 8 | 7 | 112 | 1 | 9 | -8 | -11 | -1.0 | -17 | -1
CC(=O)OC1COC(N2CCc3ccccc32)C(OC(C)=O)C1OC(C)=O (configuration not stated) | 6 | 4 | 99 | 3 | 1 | 6 | -4 | 2.4 | -11 | -7
O=C(NNC1CC(=O)N(c2ccc(Cl)cc2)C1=O)c1ccccc1Cl (configuration not stated) | -5 | -4 | 95 | 2 | 5 | -7 | -2 | 3.1 | -5 | -1
C=CC(=O)N(CCC)C(c1ccccc1)c1ccccc1OC (configuration not stated) | 7 | 1 | 97 | -6 | 7 | 0 | -1 | -0.8 | 3 | 6
CC1(C)NC(=O)N(CCOc2cccc(Cl)c2Cl)C1=O | 2 | 1 | 101 | 2 | 3 | 4 | -12 | -0.2 | -6 | 2
CCCCN(C(=O)C1CCC1)c1c(N)n(Cc2ccccc2)c(=O)[nH]c1=O | 10 | -4 | 104 | 0 | 1 | -2 | -15 | -0.8 | -7 | 0
Cn1c(=O)c2c(nc(NCC(O)CO)n2CCc2ccccc2)n(C)c1=O (configuration not stated) | 9 | 1 | 96 | 3 | -16 | -6 | -7 | -1.2 | -35 | 1
O=C(NC(=S)N1CCN(c2ccc(F)cc2)CC1)C12CC3CC(CC(C3)C1)C2 | -6 | -1 | 99 | -4 | 2 | -20 | -11 | 0.7 | 14 | -3
Cc1cc(-c2ccccc2)c(C#N)c(N)n1 | 4 | 0 | 97 | 0 | 4 | -6 | -2 | 0.6 | 11 | 11
N/C(Cc1ccc(Cl)c(Cl)c1)=N\OC(=O)c1cccs1 | -20 | 2 | 103 | 1 | -3 | 2 | -5 | 8.6* | -25 | -7
CCCCCC(=O)N(CN1C(=O)CCC1=O)c1ccccc1 | 5 | -5 | 99 | 0 | 1 | -5 | 3 | 1.4 | 4 | 10

These rows are one share of the data; the hit share may differ from the screen's.
